Screens (PubChem BioAssay)
phage Ecoli inh: E. coli growth loss with phage present; growth absorbance; inhibition, % at 11.9 µM; 360,000 tested, 0.26% active; AID 651602; in the data active = inhibition above about 11%
Wnt act: Wnt/beta-catenin pathway activation; activation, % at 9.35 µM; 300,000 tested, 1.2% active; Wnt/beta-catenin reporter cell assay, activator, plate reader; AID 743398; in the data active = activation above about 30%, passing the limit was not always enough;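 also: 0% = neutral control wells and 100% = positive control wells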
PvdQ acylase: blocks Pseudomonas aeruginosa PvdQ acylase activity. purified PvdQ acylase, fluorescence plate reader. inhibition, % at 10 µM. 340,000 tested, 0.063% active; in the data active = inhibition above about 30%, passing the limit was not always enough;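 also: 0% = vehicle neutral wells and 100% = reference inhibitor wells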
E coli growth: reduces bacterial viability in AddAB counter-screen | E. coli V3065 growth, OD600 absorbance, 18 h | inhibition, % at 11.9 µM | 330,000 tested, 0.27% active;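 active = inhibition above the campaign's mean inhibition across all tested compounds plus 3 SD, cut at about 9.9% in these data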;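 also: uninfected addAB+ strain grown without phage in ampicillin broth; 0% = DMSO wells and 100% = ciprofloxacin 0.95 µg/ml wells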
DAGLB inhibitor: blocks human DAGLB lipase activity. HEK293T DAGLB membrane lysate, EnzChek fluorogenic substrate. inhibition, % at 5.17 µM. 340,000 tested, 0.059% active; in the data active = inhibition above about 34%;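 also: 0% = enzyme with vehicle and 100% = wells lacking enzyme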
Target sequence (Q8NCG7 whole entry, looked up): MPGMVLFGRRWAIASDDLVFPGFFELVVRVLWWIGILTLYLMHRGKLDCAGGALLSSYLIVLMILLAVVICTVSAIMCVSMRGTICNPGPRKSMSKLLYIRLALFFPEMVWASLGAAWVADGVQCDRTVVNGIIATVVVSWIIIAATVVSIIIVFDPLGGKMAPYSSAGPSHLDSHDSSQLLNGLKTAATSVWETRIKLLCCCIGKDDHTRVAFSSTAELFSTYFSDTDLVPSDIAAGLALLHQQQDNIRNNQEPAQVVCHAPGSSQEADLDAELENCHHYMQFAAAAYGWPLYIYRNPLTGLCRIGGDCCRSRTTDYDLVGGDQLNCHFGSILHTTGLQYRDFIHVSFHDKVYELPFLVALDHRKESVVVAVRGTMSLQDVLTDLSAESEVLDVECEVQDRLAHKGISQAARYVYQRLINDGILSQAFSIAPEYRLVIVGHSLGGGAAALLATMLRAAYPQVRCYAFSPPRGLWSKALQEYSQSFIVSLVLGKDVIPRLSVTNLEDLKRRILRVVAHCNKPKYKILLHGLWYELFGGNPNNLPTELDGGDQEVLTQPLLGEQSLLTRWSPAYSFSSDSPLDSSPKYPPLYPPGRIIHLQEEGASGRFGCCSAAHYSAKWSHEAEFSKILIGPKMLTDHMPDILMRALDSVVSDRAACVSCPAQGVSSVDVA
Tat export inh: inhibitors of E. coli Tat protein transport. 340,000 tested, 0.036% active. AID 488895. E. coli MC4100 TorA-mCherry Tat export, fluorescence. inhibition, % at 10 µM;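 active = mean replicate inhibition at least 50% and at least half of replicates individually reaching 50%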;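 also: exported cargo escapes ClpAP degradation while cytoplasmic cargo is degraded and loses fluorescence; 0% = median of neutral control wells and 100% = median of NaSCN control wells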
PfHsp90 set2: growth inhibition of yeast expressing Plasmodium Hsp90 | S. cerevisiae expressing PfHsp90, BacTiter-Glo ATP, 48 h; yeast lacking PDR1 and PDR3 efflux regulators | inhibition, % at 9.4 µM | 310,000 tested, 0.32% active;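 active = every replicate shows inhibition above about 80%, whatever the replicate mean, limit read from the data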;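 also: 0% = DMSO neutral controls and 100% = 20 µM radicicol positive controls; yeast relying on Plasmodium falciparum Hsp90 in place of its own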
AddAB inh: less growth of phage-infected E. coli with AddAB; E. coli expressing H. pylori AddAB, absorbance growth; inhibition, % at 11.9 µM; 330,000 tested, 0.29% active; in the data active = inhibition above about 12%;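 also: 0% = vehicle wells of infected cells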
Rtt109 Vps75: C. albicans Rtt109 histone acetyltransferase inhibition. inhibition, % at 34.9 µM. AID 540336. Q5AAJ8. 330,000 tested, 0.16% active. purified Rtt109/Vps75, ThioGlo CoA-SH fluorescence, 4 h;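 active = inhibition of at least 50% in every replicate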
Target sequence (Q5AAJ8 whole entry, looked up): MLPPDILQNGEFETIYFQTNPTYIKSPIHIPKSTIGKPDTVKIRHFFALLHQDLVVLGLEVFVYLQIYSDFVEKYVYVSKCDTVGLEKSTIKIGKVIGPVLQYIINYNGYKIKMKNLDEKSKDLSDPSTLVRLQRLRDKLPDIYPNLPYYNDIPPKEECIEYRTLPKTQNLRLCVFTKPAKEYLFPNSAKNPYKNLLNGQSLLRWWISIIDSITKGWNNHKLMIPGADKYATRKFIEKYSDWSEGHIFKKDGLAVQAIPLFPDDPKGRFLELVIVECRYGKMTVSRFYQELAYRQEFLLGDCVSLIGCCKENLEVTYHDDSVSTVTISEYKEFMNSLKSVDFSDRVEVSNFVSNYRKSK
CAL PDZ FP: inhibitors of human CAL PDZ peptide binding; Q9HD26; purified CAL PDZ, TMR-peptide fluorescence polarization, 1 h; inhibition, % at 20 µM; 330,000 tested, 0.02% active;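 active = highest replicate inhibition of at least 40%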;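 also: plate controls were DMSO neutral control wells for no effect and unlabeled competitor peptide control wells for full effect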
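Assay system – tagged CAL PDZ protein CerCALP, purified · Timing – 1 h at RT · Compound – single point, 20 µM · Measured by – fluorescence polarization from S- and P-plane intensities, G-factor corrected · Evaluation – inhibition from polarization loss · Probe or stimulus – TMR reporter peptide T*-PRC34 · Buffer or medium – pH 7.4 phosphate-saline buffer, reducing agent, detergent, IgG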
Active calls of the source: *; nt = not tested or not shown; & = joins results of further samples. Random draw from the library (roughly 1.9% active in at least one column).

Structure | PvdQ acylase | phage Ecoli inh | AddAB inh | Tat export inh | PfHsp90 set2 | Rtt109 Vps75 | DAGLB inhibitor | Wnt act | E coli growth | CAL PDZ FP
COc1ccc(NC(=O)CSc2ccc(-c3cccnc3)nn2)c(OC)c1 | 6 | 0.4 | 4.6 | 3 | 9 | 9 | 0 | 0 | -0.8 | 0.5
CCOC(=O)Nc1ccc(C(=O)c2ccncc2)cc1 | -7 | 1.2 | 3.5 | -2 | 24 | 2 | 2 | 12 | 1.0 | -1.3
Cc1occc1C(=O)NCc1cccs1 | -16 | -2.2 | -1.6 | 3 | -7 | -8 | -2 | nt | 1.2 | -0.4
O=C(Nc1cccc(Cl)c1Cl)c1snnc1-c1ccccc1 | -9 | 5.2 | 4.2 | 9 | 0 | 2 | -2 | 0 | 0.6 | nt
O=C(c1cnsn1)N1CCN(c2ccccn2)CC1 | 1 | 2.3 | -4.1 | -9 | -38 | -2 | -1 | -2 | -2.0 | -0.2
Cc1ccc(C(=O)CSc2nc3cc(S(=O)(=O)N4CCOCC4)ccc3o2)cc1 | 13 | 3.6 | 1.2 | -9 | -6 | 3 | -3 | 0 | 1.3 | -0.1
O=C(COC(=O)c1ccccc1Cl)Nc1ccc2[nH]c(=O)[nH]c2c1 | -5 | 2.0 | -0.3 | 8 | 4 | -2 | 0 | 0 | 0.1 | -2.7
Cc1cc(C(F)(F)F)c2c(=O)[nH]c(=O)n(Cc3ccccc3)c2n1 | -8 | 2.5 | 1.9 | 4 | 12 | 7 | 6 | nt | 2.4 | -1.9
O=C(Cc1csc(Nc2nc(=S)[nH]c3ccccc23)n1)NCc1cccc(Cl)c1 | -6 | -0.6 | -2.6 | -3 | -28 | 3 | 3 | nt | -2.7 | 0.5
CSc1ncccc1C(=O)OCCCC(=O)c1ccc(F)cc1 | 14 | 1.4 | 0.8 | 8 | -22 | -2 | -14 | -4 | 1.3 | -0.1
CCOC(=O)c1c(C)[nH]c(C)c1S(=O)(=O)NCC1CCN(Cc2cccc(Cl)c2)CC1 | -21 | -0.1 | 0.6 | -5 | 28 | 20 | -2 | -1 | 0.2 | -2.1
CC1CCCN(Cc2csc(N)n2)C1 (stereo unspecified) | -13 | 1.4 | -0.2 | -2 | nt | -2 | -1 | -1 | -1.3 | -0.6
COc1ccc(NC(=O)c2cc3ccccc3cc2OC)cc1OC | 6 | -1.0 | 1.8 | -1 | -10 | -1 | 1 | -1 | -1.8 | 0.3
CS(=O)(=O)c1ccccc1C(=O)Nc1ccc(-c2nc3ccccc3o2)cc1 | -8 | 2.9 | 0.6 | -17 | 16 | 4 | -1 | 22 | 1.1 | -4.6
Cc1ccccc1C(=O)Nc1cc(NC(=O)c2ccccc2C)cc(C(=O)O)c1 | 4 | -1.7 | 2.5 | 7 | -9 | 17 | 0 | 0 | -1.6 | 0.2

The list goes on; the last two above are carried over.
Structure | PvdQ acylase | phage Ecoli inh | AddAB inh | Tat export inh | PfHsp90 set2 | Rtt109 Vps75 | DAGLB inhibitor | Wnt act | E coli growth | CAL PDZ FP
CS(=O)(=O)c1ccccc1C(=O)Nc1ccc(-c2nc3ccccc3o2)cc1 | -8 | 2.9 | 0.6 | -17 | 16 | 4 | -1 | 22 | 1.1 | -4.6
Cc1ccccc1C(=O)Nc1cc(NC(=O)c2ccccc2C)cc(C(=O)O)c1 | 4 | -1.7 | 2.5 | 7 | -9 | 17 | 0 | 0 | -1.6 | 0.2
CC(C)CNC(=O)C(=O)NNC(=O)C1CCCCC1 | -6 | 1.9 | 0.5 | 3 | 11 | -6 | -1 | -2 | 0.0 | 0.5
Cc1c(CCOC(=O)C2C3CC4CC(C3)CC2C4)sc[n+]1CC(=O)c1ccc(Br)cc1 (stereo unspecified) | -29&-11 | 3.8&5.3 | 2.0 | 15&3 | -34&-12 | -1&16 | 5&5 | -8 | -0.6 | -2.6&-2.1
CCC(=O)N(CC)Cc1cc(=O)[nH]c2ccccc12 | -21 | 3.4 | 4.9 | -2 | -17 | 6 | 0 | 15 | -0.9 | -0.1
CS(=O)(=O)N1CCN(S(=O)(=O)c2ccccc2[N+](=O)[O-])CC1 | -1 | 3.9 | 1.7 | -6 | 0 | 1 | 0 | -1 | 0.4 | -0.3
CN1C(=O)Cc2cc(S(=O)(=O)NCCc3ccc(Cl)cc3)ccc21 | 1 | 2.7 | 4.0 | 4 | 2 | -6 | -1 | 0 | 0.2 | -0.6
CCN(CC)S(=O)(=O)c1ccc2oc(SCC(=O)NC3CC3)nc2c1 | -15 | 0.7 | 0.9 | 2 | -14 | 0 | 1 | 1 | -0.3 | 8.0
CCCNC(=O)Cc1c(OC)ccc2cc(Br)ccc12 | 10 | -0.2 | 3.2 | 4 | -8 | 4 | 1 | 13 | 0.0 | 0.4
C=CCN1C(=O)C2(OCCCO2)c2cccc(Cl)c21 | -5 | 1.2 | -0.8 | 3 | -8 | -3 | -6 | 0 | -2.6 | -1.0
O=C(Nc1cccc(NC(=O)c2ncn[nH]2)c1)c1cccc(Cl)c1 | -46 | -0.5 | 1.4 | 1 | 8 | -2 | 2 | 7 | 0.2 | -0.9
CN(C(=O)CSc1nnc(-c2ccccc2)o1)c1c(N)n(Cc2ccccc2)c(=O)[nH]c1=O | -13 | 2.6 | 2.7 | 6 | -12 | 8 | 0 | -1 | 0.9 | -2.7
COc1cccc(-c2nc(CS(=O)(=O)CC(=O)NC3CCCC3)c(C)o2)c1 | -17 | -0.6 | 2.4 | -2 | -2 | 9 | -1 | 0 | -0.9 | -0.6
CCOC(=O)c1sc(NC(=O)CCN2C(=O)C3CCCCC3C2=O)cc1C (stereo unspecified) | -7 | 1.6 | 2.4 | 0 | 1 | 5 | -4 | 4 | -1.4 | -0.5
COC(=O)CNC(=O)c1cccc(F)c1 | -17 | 1.2 | 1.4 | -11 | 14 | 1 | -4 | nt | -3.7 | -0.2
COC(=O)Nc1nnc(Cc2ccc(OC)cc2)s1 | -12 | 3.7 | 6.3 | 5 | nt | 1 | 2 | -3 | 1.0 | -1.9
O=C(CSCC(=O)N1CCOCC1)Nc1nc(-c2ccc3c(c2)OCO3)cs1 | 16 | 3.3 | 0.2 | -1 | 11 | 1 | -4 | 17 | -1.1 | -1.0
COc1cc(-c2ccc3c(=O)c4ccccc4n(C)c3c2)cc(OC)c1OC | -19 | 1.6 | -1.1 | 2 | 1 | -6 | -2 | 8 | -2.1 | -10
COc1ccc(CCNC(=O)CN(c2ccccc2OC)S(=O)(=O)c2ccc(C)cc2)cc1 | 2 | -3.5 | 0.4 | 6 | 4 | -5 | -1 | -1 | -2.1 | -3.6
O=C(O)Cc1ccc(NS(=O)(=O)c2ccccc2Br)cc1 | -11 | 1.7 | -1.4 | 3 | 10 | -12 | 2 | -2 | -1.5 | 2.4
CC(=O)Nc1ccc(NC(=O)C(C)n2c3ccccc3c3nc(=O)cc(C)n32)cc1 (stereo unspecified) | -9 | 2.9 | 1.9 | 5 | -6 | -8 | 0 | -1 | -0.1 | -3.2
CCOc1ccc(OCC)c(NS(=O)(=O)c2ccc3c(c2)CCN3C(=O)C2CCC2)c1 | -18 | 1.6 | 0.9 | 1 | -4 | nt | -5 | -4 | -0.6 | -2.4
Cc1cccc(NC(=S)N(CCN(C)C)Cc2cc3cc(C)cc(C)c3[nH]c2=O)c1 | -10 | 5.1 | 0.6 | -3 | 10 | -9 | 1 | nt | -0.8 | -0.3
CCc1cc(OCCN2C(=O)NC(C)(C)C2=O)ccc1Cl | -9 | 3.2 | -0.2 | 0 | -29 | -13 | -3 | -4 | -1.2 | 0.4
CCNC(=O)C(=O)NCc1ccncc1 | -6 | 4.4 | -3.2 | 1 | 34 | 2 | 1 | -1 | -5.7 | -0.9
COc1ccc(-c2csc(NC(=O)Cn3nc(C)cc3C)n2)cc1 | -13 | 4.7 | 0.3 | -1 | -18 | nt | -3 | 20 | -3.5 | -0.5
C[C@H]1CN[C@@H](CCO)/C1=C\c1ccccc1 | -3 | 1.5 | nt | 1 | -1 | -1 | -1 | -2 | nt | -1.0
Cc1cccc(-n2nc([N+](=O)[O-])c(=NC3CCN(Cc4ccccc4)CC3)n2O)c1 | -9 | -1.5 | 5.6 | -1 | -9 | 9 | 2 | -1 | 6.1 | -3.7
Cc1ccc(C)c(OCCC(=O)Nc2cccc(S(=O)(=O)NC3=NCCCCC3)c2)c1 | 4 | 2.8 | 2.0 | 2 | 15 | 10 | -5 | -4 | 0.2 | -0.3
NC12CC3CC(C1)CC(O)(C3)C2 | -9 | 0.7 | -0.2 | -4 | -1 | 1 | -2 | 1 | -0.4 | -2.0
COc1ccc(CCN2CC(C(=O)N3CCN(C(C)=O)CC3)CCC2=O)cc1 (stereo unspecified) | 3 | 1.2 | -1.8 | -2 | 4 | 0 | -2 | -3 | 0.2 | 1.9
COc1ccc(/C=N/c2nc3ccccc3n2C)cc1OC | -11 | 3.6 | 0.5 | 9 | 8 | nt | 2 | nt | 1.7 | -2.3
CCN1C(=NCCOC)N[C@@H](CCc2ccccc2)[C@H](C(=O)OC)[C@H]1C | -16 | 2.4 | 3.2 | -9 | 5 | -5 | -2 | -3 | 1.9 | -0.7
Cc1cc(C)cc(NC(=O)CSc2nc3c(c(=O)n2C)SC(C)C3)c1 (stereo unspecified) | -6 | 0.8 | 0.7 | 14 | 8 | -11 | -3 | 0 | -1.0 | -0.1
COc1ccc(C2CC(c3cccc(C)c3)n3nc(N)nc3N2)cc1 (stereo unspecified) | 4 | 3.0 | 1.4 | 6 | -9 | 1 | 1 | -2 | -2.2 | 0.6
COc1ccc(S(=O)(=O)N2CCOCC2)cc1NC(=O)CN1CCCCCC1 | -12 | 2.6 | -0.5 | -7 | -10 | 3 | -2 | -3 | 0.2 | 32
Cc1cc(C)nc(/N=C(\N)Nc2ccc(CC(=O)OC(C)C)cc2)n1 | -13 | -0.7 | 4.7 | -4 | 1 | -7 | 0 | -2 | 1.6 | -2.2
CC(C)c1nc2sc3c(NCc4ccco4)ncnc3c2c2c1COC(C)(C)C2 | -16 | 1.6 | 3.3 | -3 | 10 | -2 | 0 | -2 | -0.9 | -1.2
Cc1cccnc1Nc1ncnc(N)c1[N+](=O)[O-] | -7 | 2.9 | 5.5 | 2 | -17 | 17 | -1 | -1 | -0.7 | -1.7
CC1(OC(=O)C2CCCC2)C(=O)C=C2C=C(c3ccsc3)N(CCCCO)C=C2C1=O (stereo unspecified) | -2 | 0.8 | 2.0 | 0 | -38 | -2 | 0 | -2 | -1.4 | 0.2
CCOc1ccccc1OCCCC(=O)ON=C(N)c1ccccc1 | -10 | 5.3 | 1.1 | 3 | -37 | -5 | -11 | 0 | -1.1 | 1.2
Cc1nc2ccccc2n1Cc1ccc(Br)cc1 | 1 | 0.1 | -0.6 | -4 | -8 | -6 | -3 | -1 | -1.1 | -0.9
O=C(Nc1cc(=O)[nH]c2ncnn12)c1ccccc1F | -10 | 0.3 | 2.9 | 0 | 10 | -15 | 0 | -2 | 0.6 | -2.4
CC(=O)N1CCC(C(=O)Nc2ccc(S(=O)(=O)N3CCCC(C)C3)cc2)CC1 (stereo unspecified) | -14 | -0.2 | nt | 5 | -5 | 4 | -1 | 0 | nt | -3.1
